Screens: PubChem BioAssay, several laboratories
Arr AP2 block = blocks beta-arrestin peptide binding to AP2 adaptin. FITC-arrestin peptide / GST-AP2 beads, flow cytometry; AP2 beta2 appendage carries R879A mutation. inhibition, % at 10 µM. hit rate 0.31% among 340,000. AID 504490;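 active = inhibition above a set limit, near 3 SD of compounds lacking own fluorescence, cut at about 54% in these data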;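 also: plate controls were DMSO wells for no effect and 5 µM unlabelled arrestin peptide for full effect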
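Material – GST-tagged AP2 beta2-adaptin appendage (R879A) on 4 µm glutathione beads · Probe or stimulus – fluorescein-tagged arrestin peptide at 50 nM final · Timing – 12 min plus 1 h, RT · Detection – bead flow cytometry, FITC channel · Read-out basis – inhibition as reduced fluorescein signal on beads, percent · Medium – PBS plus Tween 20 (0.05%) and BSA (0.1%)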
SUMO Mot1 rescue = SUMOylation pathway inhibition by Mot1-301 growth rescue | S. cerevisiae Mot1-301 growth rescue, ATP luminescence, 38.5C; percent above DMSO median, 100 means doubled | growth rescue, % at 18.8 µM | hit rate 1% among 320,000;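 active = every valid replicate shows activation above 250% relative to neutral control wells; inactive = the rest, any valid replicate at or below 250%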;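 also: OY570 slx delta 5 strain wells were the positive control but not used for scaling; some compounds called inactive have numbers as strong as hits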
AddAB inh = less growth of phage-infected E. coli with AddAB; hit rate 0.29% among 330,000; E. coli expressing H. pylori AddAB, absorbance growth; AID 435030; inhibition, % at 11.9 µM; in the data active = inhibition above about 12%;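 also: 0% = vehicle wells of infected cells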
MOR-DOR ag = OPRM1-OPRD1 heterodimerization agonism. P35372+P41143. cells, luminescence. activation, % at 9.3 µM. hit rate 0.3% among 340,000; in the data active = activation above about 18%;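 also: 0% = vehicle-treated cells and 100% = reference agonist; values of inactives mirror those of a sister screen read the other way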
Target sequence (P35372 whole entry, looked up): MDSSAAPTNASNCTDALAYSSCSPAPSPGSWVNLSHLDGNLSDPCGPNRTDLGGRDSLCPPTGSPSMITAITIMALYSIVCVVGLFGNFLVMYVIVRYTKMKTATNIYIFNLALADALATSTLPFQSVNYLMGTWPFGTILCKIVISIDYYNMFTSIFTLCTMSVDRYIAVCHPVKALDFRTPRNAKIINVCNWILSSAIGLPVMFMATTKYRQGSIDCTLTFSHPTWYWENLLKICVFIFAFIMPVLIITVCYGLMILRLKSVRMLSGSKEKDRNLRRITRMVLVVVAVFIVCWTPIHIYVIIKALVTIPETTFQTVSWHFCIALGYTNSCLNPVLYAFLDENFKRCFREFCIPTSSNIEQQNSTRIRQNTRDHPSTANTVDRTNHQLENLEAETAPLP
Target sequence (P41143 whole entry, looked up): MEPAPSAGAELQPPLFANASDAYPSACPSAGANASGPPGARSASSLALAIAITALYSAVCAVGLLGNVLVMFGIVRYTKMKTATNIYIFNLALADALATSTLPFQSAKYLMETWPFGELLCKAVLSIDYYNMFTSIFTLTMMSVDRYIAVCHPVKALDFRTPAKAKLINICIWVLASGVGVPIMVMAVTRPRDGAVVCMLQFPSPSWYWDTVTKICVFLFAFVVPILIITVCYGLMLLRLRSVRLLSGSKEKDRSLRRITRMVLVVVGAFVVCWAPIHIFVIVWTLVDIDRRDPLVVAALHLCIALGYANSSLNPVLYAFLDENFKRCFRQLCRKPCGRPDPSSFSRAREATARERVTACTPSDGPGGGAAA
E coli growth = counter-screen for AddAB inhibitors: E. coli growth inhibition; hit rate 0.27% among 330,000; E. coli V3065 growth, OD600 absorbance, 18 h; inhibition, % at 11.9 µM;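 active = inhibition above the campaign's mean inhibition across all tested compounds plus 3 SD, cut at about 9.9% in these data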;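 also: uninfected addAB+ strain grown without phage in ampicillin broth; 0% = DMSO wells and 100% = ciprofloxacin 0.95 µg/ml wells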
Tat transport = E. coli Tat transport inhibition | E. coli MC4100 TorA-mCherry Tat export, fluorescence | inhibition, % at 10 µM | hit rate 0.036% among 340,000 | AID 488895;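 active = mean replicate inhibition at least 50% and at least half of replicates individually reaching 50%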;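 also: exported cargo escapes ClpAP degradation while cytoplasmic cargo is degraded and loses fluorescence; 0% = median of neutral control wells and 100% = median of NaSCN control wells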
DSG3 Ab inh = human desmoglein-3 autoantibody binding inhibition; P32926; DSG3-coupled beads, scFv-anti-DSG3-GFP binding, flow cytometry; active compounds read low; binding (percent of control), % at 10 µM; hit rate 0.48% among 310,000;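 active = binding more than 3 SD below its plate's average and above zero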;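 also: hits lower antibody fragment binding to DSG3; some compounds called inactive have numbers as strong as hits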
PKA-R1A activ = activators of PKA-R1A complex; P00514+P68181; PKA-R1A dissociation, Cy5-IP20 fluorescence polarization; scaled: DMSO 0%, 113 µM cGMP 100%; activation, % at 11.4 µM; hit rate 0.083% among 340,000; AID 504707;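 active = percent activation above the mean of all tested compounds plus 3 SD, cut at about 19% in these data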;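 also: higher means more PKAc released from R1A so a rise in polarization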
phage Ecoli inh = E. coli growth loss with phage present | inhibition, % at 11.9 µM | growth absorbance | hit rate 0.26% among 360,000; in the data active = inhibition above about 11%
OPRM1-OPRD1 inv = inverse agonists of human mu-delta opioid receptor heterodimerization; hit rate 0.21% among 340,000; inhibition, % at 9.3 µM; AID 504357; cell-based MOR-DOR heterodimer luminescence, inverse agonism; in the data active = inhibition above about 22%, passing the limit was not always enough;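 also: 0% = cells with DMSO and 100% = wells without cells with DMSO; values of inactives mirror those of a sister screen read the other way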
PfHsp90 set2 = growth inhibition of yeast expressing Plasmodium Hsp90; hit rate 0.32% among 310,000; S. cerevisiae expressing PfHsp90, BacTiter-Glo ATP, 48 h; yeast lacking PDR1 and PDR3 efflux regulators; inhibition, % at 9.4 µM;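 active = every replicate shows inhibition above about 80%, whatever the replicate mean, limit read from the data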;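 also: 0% = DMSO neutral controls and 100% = 20 µM radicicol positive controls; yeast relying on Plasmodium falciparum Hsp90 in place of its own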
Active calls of the source: *; / = no result given; & = joins results of further samples. This is a random part of the collection. About 2.8% of those tested had a hit in this group.

entry	compound	Arr AP2 block	SUMO Mot1 rescue	AddAB inh	MOR-DOR ag	E coli growth	Tat transport	DSG3 Ab inh	PKA-R1A activ	phage Ecoli inh	OPRM1-OPRD1 inv	PfHsp90 set2
1	O=C(C1CC(=O)N(c2ccc(F)cc2)C1)N1CCOCC1 (centres undefined)	0	-2	2.0	0.3	1.8	6	/	9	2.1	-2	7
2	CCCN(CCC)CCNC(=O)Cn1cnc2sc(C)c(S(=O)(=O)N3CCOCC3)c2c1=O	-8	5	-1.7	-1.2	-2.0	-12	91	-7	3.2	7	/
3	Cc1ccc(S(=O)(=O)N2CCC3(CC2)OCCO3)c(C)c1	25	3	-2.1	-4.5	-1.5	3	105	-1	2.2	19	19
4	CC(C)C[C@@H](CNCC(=O)[C@H](CC(C)C)NC(=O)c1[nH]cnc1C(=O)N[C@@H](C)CN)NC(=O)c1nc[nH]c1C(=O)N[C@@H](CC(=O)O)C(=O)O	8	/	/	-1.1	/	-8	116	-6	-1.4	5	16
5	COc1cc(/C=N/NC(=O)c2ccc(NS(=O)(=O)c3cccs3)cc2)cc(OC)c1O	5	-6	0.6	0.6	-1.4	10	113	-12	0.7	-2	-21
6	COc1ccccc1CNC(=O)CN1C(=O)NC2(CCCCCC2)C1=O	-16	18	1.8	-1.5	-1.2	-1	99	3	1.3	7	/
7	CCOC(=O)c1c(C)[nH]c(C)c1S(=O)(=O)NCCc1sccc1C	29	7	1.6	-1.5	1.8	0	88	-4	0.6	8	16
8	O=S(=O)(/C=C/c1ccccc1)Oc1ccccc1	-3	21	-0.6	0.6	-1.8	-5	121	-5	1.3	-3	/
9	COc1ccc(NC(=O)c2sc(=S)[nH]c2N)cc1	29	4	4.8	1.3	-0.1	-1	103	-5	0.4	-7	13
10	COc1ccc(OC)c(NC(=O)CN2C(=O)c3ccccc3S2(=O)=O)c1	-8	1	3.9	-3.7	0.0	9	100	-5	0.3	19	/
11	O=C(Cn1cncn1)N/N=C/c1cc([N+](=O)[O-])ccc1O	-13	-8	1.0	-4.1	-0.2	-2	92	-3	2.1	21	-5
12	COC(=O)C(NC(=O)c1ccccc1)=C1CCCCC1	-16	86	3.7	-2.3	0.3	7	104	1	2.2	10	33
13	CCOC(=O)C1=C(CS(=O)(=O)c2ccc(F)c(C)c2)NC(=O)NC1c1ccc(O)c(O)c1 (centres undefined)	-4	-14	-1.5	-2.9	-1.8	8	99	-8	2.1	16	-13
14	COc1ccc(C(=O)CN2CCN(c3cc(C)nc4ccccc34)CC2)cc1	-12	-8	3.2	/	-2.3	-12	105	/	1.3	/	-34
15	O=C(NCC1CCCO1)c1cc(S(=O)(=O)N2CCOCC2)c(Cl)cc1Cl (centres undefined)	54	/	/	0.7	/	1	104	-2	2.4	-3	6
16	CC(C)CC(C)NC(=O)c1ccc(C(F)(F)F)cc1 (centres undefined)	22	158	1.4	-1.9	2.3	4	98	-6	2.1	9	7
17	O=C(CCNS(=O)(=O)c1ccc(Br)cc1)N1CCN(c2ccccc2O)CC1	-1	5	0.8	1.7	3.3	-1	101	-14	1.5	-11	12
18	CCN(C(=O)CSc1nnc(-c2ccncc2)n1-c1ccccc1)C1CCS(=O)(=O)C1 (centres undefined)	-34	34	2.2	-1.6	0.1	-8	115	-6	-0.3	8	/
19	O=c1c2ccccc2nnn1Cc1nnc(-c2ccccc2Br)o1	1	3	1.0	-1.4	-2.0	-1	102	5	2.6	7	-28
20	CCCC12CN3CC(C)(CN(C1)C3c1ccc([N+](=O)[O-])o1)C2=O (centres undefined)	-8	20	-0.1	-1.6	0.0	2	/	2	-0.8	8	-25
21	COC(=O)c1ccc(CN(C(C)=O)c2ccccc2)o1	2	228	1.3	0.7	-2.7	16	100	3	2.4	-4	-1
22	CSCCC(=O)Nc1cc(S(=O)(=O)N2CCOCC2)ccc1N1CCN(C)CC1	19	14	-0.5	-2.5	-1.3	0	103	7	2.4	14	-8
23	Cc1ccc(-n2ncc(C(=O)Nc3cc(Cl)ccc3Cl)c2C2CCNCC2)cc1	9	/	1.1	-3.0	-0.8	-3	110	-11	5.2	14	-11
24	C/C(=N\NC(=O)Nc1ccccc1)c1ccccc1	23	-18	1.7	-2.2	-0.6	2	118	5	2.5	12	0
25	CSc1ccc(CN(C)CC(=O)NC(=O)NCCC2=CCCCC2)cc1	8	43	2.9	6.7	1.1	17	/	5	0.8	-25	-6

As a short view, part of the list above:
entry	compound	Arr AP2 block	SUMO Mot1 rescue	AddAB inh	MOR-DOR ag	E coli growth	Tat transport	DSG3 Ab inh	PKA-R1A activ	phage Ecoli inh	OPRM1-OPRD1 inv	PfHsp90 set2
7	CCOC(=O)c1c(C)[nH]c(C)c1S(=O)(=O)NCCc1sccc1C	29	7	1.6	-1.5	1.8	0	88	-4	0.6	8	16
8	O=S(=O)(/C=C/c1ccccc1)Oc1ccccc1	-3	21	-0.6	0.6	-1.8	-5	121	-5	1.3	-3	/
9	COc1ccc(NC(=O)c2sc(=S)[nH]c2N)cc1	29	4	4.8	1.3	-0.1	-1	103	-5	0.4	-7	13

Some of these compounds in order of formula weight, low to high.
entry	compound	Arr AP2 block	SUMO Mot1 rescue	AddAB inh	MOR-DOR ag	E coli growth	Tat transport	DSG3 Ab inh	PKA-R1A activ	phage Ecoli inh	OPRM1-OPRD1 inv	PfHsp90 set2
11	O=C(Cn1cncn1)N/N=C/c1cc([N+](=O)[O-])ccc1O	-13	-8	1.0	-4.1	-0.2	-2	92	-3	2.1	21	-5
1	O=C(C1CC(=O)N(c2ccc(F)cc2)C1)N1CCOCC1 (centres undefined)	0	-2	2.0	0.3	1.8	6	/	9	2.1	-2	7
2	CCCN(CCC)CCNC(=O)Cn1cnc2sc(C)c(S(=O)(=O)N3CCOCC3)c2c1=O	-8	5	-1.7	-1.2	-2.0	-12	91	-7	3.2	7	/

More records follow.
entry	compound	Arr AP2 block	SUMO Mot1 rescue	AddAB inh	MOR-DOR ag	E coli growth	Tat transport	DSG3 Ab inh	PKA-R1A activ	phage Ecoli inh	OPRM1-OPRD1 inv	PfHsp90 set2
26	Cc1ccc(CN2C(=O)C(CC(C)C)Nc3ncnc(N4CCOCC4)c32)cc1 (centres undefined)	-5	54	1.4	-1.8	-0.7	2	100	-1	2.0&0.1	10	-16
27	COc1ccc(NC(=O)CC2C(=O)N(Cc3ccco3)C(=S)N2C(C)C)cc1 (centres undefined)	5	70	-1.5	-0.8	-0.6	17	108	-7	0.2	4	16
28	CCC1Nc2ncnc(N3CCc4ccccc4C3)c2N(Cc2ccc(Cl)cc2)C1=O (centres undefined)	-3	93	-1.8	-1.8	-0.6	10	98	7	0.6	10	/
29	CCc1ccc(NC(=O)C2=CC=CN3CCS(=O)(=O)N=C23)cc1	-12	-3	1.9	-6.6	1.1	-2	100	-12	3.0	26	19
30	Cc1ccc(CN2C(=O)CCC2C(=O)NC2CCCC2)cc1 (centres undefined)	-4	-15	-1.3	0.3	0.1	1	110	0	1.2	-2	-5
31	Cc1cc(C)nc(SCCS(=O)(=O)Cc2ccc(Cl)cc2)n1	-2	5	-1.9	-2.7	-2.6	-4	101	-2	3.3	13	-1
32	CN1CCN(S(=O)(=O)c2cccs2)CC1	7	6	4.2	-0.5	2.2	-8	97	-2	5.1	3	-7
33	c1ccc2c(c1)[nH]c1c3ccccc3sc21	1	178	2.4	7.9	0.0	-3	90	-17	3.9	-41	3
34	Cc1ccccc1C(C(=O)NC1CCCC1)N(C(=O)Cc1cccs1)c1ccc2c(c1)OCCO2 (centres undefined)	0	-13	-0.3	-2.4	-0.1	4	106	-1	1.7	14	19
35	CCCCS(=O)(=O)C1CCS(=O)(=O)C1 (centres undefined)	3	3	1.5	-1.9	-0.7	4	/	1	1.5	9	-4
36	Cc1ccc(N(C(=O)c2csnn2)C(C(=O)NC2CCCCC2)c2cccnc2)cc1 (centres undefined)	1	-7	1.4	-1.6	-0.4	0	104	-8	1.2	8	-5
37	COCCN1CCn2c(nc3cc(NC(=O)c4ccc(OC)cc4)ccc32)C1	34	/	0.0	/	0.2	-2	107	8	-1.8	/	-6
38	Cc1ccc(CNC(=O)C2CCCN(S(=O)(=O)c3c(C)noc3C)C2)cc1 (centres undefined)	-9	410	-1.2	-0.6	0.2	-6	88	-4	-0.1	3	14
39	O=C1CC(N2CCN(c3ccc(Cl)cc3)CC2)C(=O)N1c1ccccc1 (centres undefined)	-10	0	1.5	-2.3	-0.8	8	91	7	-3.0	10	8
40	O=C(COc1coc(CN2CCN(c3cccc(Cl)c3)CC2)cc1=O)NC1CCCC1	5	/	-2.1	-1.1	-2.3	7	103	7	0.8	7	16
41	CCCCCCC(=O)Nc1ccc(Cl)cn1	13	-9	1.3	1.4	-0.2	-1	100	-1	3.7	-7	-2
42	COc1ccc(OC)c(/C=N/NC(=O)c2ccc(=O)[nH]n2)c1	7	4	1.6	-0.5	1.6	4	103	-3	1.5	3	23
43	C[C@H](CO)N1C[C@H](C)[C@@H](CN(C)Cc2ccncc2)Oc2c(NC(=O)CCC(F)(F)F)cccc2C1=O	1	-4	3.1	-0.5	1.3	-1	98	0	0.8	3	-2
44	Cc1ccnc(NC(=O)C2CC(=O)N(c3ccc4c(c3)OCCO4)C2)c1 (centres undefined)	30	4	-2.1	-1.9	-2.1	13	100	-5	3.1	13	16
45	C=CCNC(=O)C1CCN(c2ccc(S(=O)(=O)N3CCOCC3)cc2Cl)CC1	-4	2	4.6	-2.0	2.7	-2	114	-6	-0.3	10	/
46	COC(=O)c1ccccc1NC(=S)NC(=O)COc1ccccc1Cl	-2	/	0.0	7.0	1.6	-9	104	5	3.2	-33	/
47	CCOC(=O)C1CCN(c2cc3c(cc2NC(=O)c2ccccc2F)n(C)c(=O)n3C)CC1	34	-16	0.9	-2.4	2.3	-7	105	-3	-1.4	12	-31
48	Cc1cc(C)cc(N(CC(=O)NCc2ccco2)S(=O)(=O)c2ccccc2)c1	43	-28	4.1	1.4	-0.1	0	103	1	1.4	-12	3
49	CCSc1nnc(NC(=O)[C@@H](NC(=O)c2ccc(C(C)(C)C)cc2)C(C)C)s1	-6	-16	1.6	8.8	1.6	12	103	-5	4.1	-46	-22
50	Cc1noc(NS(=O)(=O)c2ccc(N/C=C\C(=O)c3ccc(Br)cc3)cc2)c1C	-5	5	8.9	-0.8	5.4	-4	99	5	5.6	4	-51
51	COCCCN(C(=O)CSc1nc2ccccc2c(=O)n1C)c1c(N)n(Cc2ccccc2)c(=O)[nH]c1=O	3	/	/	-1.9	/	-1	102	5	0.8	7	/
